NR2E3 ag: inhibitors of NR2E3-RetCOR corepressor binding, primary screen, NR2E3 agonist project, biochemical, TR-FRET, GST-NR2E3, biotin-RetCOR | inhibition of corepressor binding, % at 4.78 µM | 320,000 compounds, 0.12% hits | AID 2300, 2010 | 1536-well;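 active means percent inhibition above the cutoff of mean plus 3 SD of all tested compounds, set per screening campaign, cut at about 20% in these data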;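 further: 0% = DMSO wells and 100% = biotin wells as full block of FRET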
Target sequence (Q9Y5X4 whole entry, looked up): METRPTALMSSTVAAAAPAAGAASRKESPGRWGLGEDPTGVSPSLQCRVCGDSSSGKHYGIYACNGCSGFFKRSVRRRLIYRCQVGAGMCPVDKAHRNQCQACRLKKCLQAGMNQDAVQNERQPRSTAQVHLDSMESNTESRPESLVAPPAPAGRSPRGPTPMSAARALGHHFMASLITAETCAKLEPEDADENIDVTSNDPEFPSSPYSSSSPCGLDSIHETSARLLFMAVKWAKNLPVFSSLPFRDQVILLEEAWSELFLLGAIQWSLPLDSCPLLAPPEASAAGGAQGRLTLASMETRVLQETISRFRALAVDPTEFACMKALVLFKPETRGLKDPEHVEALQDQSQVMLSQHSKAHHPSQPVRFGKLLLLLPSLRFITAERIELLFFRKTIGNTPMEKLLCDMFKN
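Test system: GST-NR2E3 and biotin-RetCOR proteins | Quantity: 1.35 nM GST-tagged NR2E3 final | Medium: Tris pH 7.5 | Also added: 7 nM biotin-RetCOR | Dosing: Compound at 4.8 µM, single dose | Timing: 5 h at 4 °C | Detection: Time-resolved FRET | Read-out basis: Percent inhibition | Benchmarks: Biotin wells as high control, 0.6% DMSO wells as low control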
The depositor's hits bear a star. Not all compounds are listed (hit frequency here may not be typical).

Screening CCOC(=O)c1c(NC(=O)C2=C(C)NC(=S)NC2c2ccc(CC)cc2)sc(C)c1C (stereo unspecified) returned NR2E3 ag 0.2.
For CC(O)(CC(=O)O)CC(=O)O the results were NR2E3 ag 2.0.
Screening COc1ccc(C2=NNC(c3cc(Cl)cc4c3OCOC4)C2)c(O)c1 (stereo unspecified) returned NR2E3 ag -3.8.
C=CCNC(=O)c1cc2c(=O)n3cc(C)ccc3nc2nc1NCC1CCCO1 (stereo unspecified) was read as NR2E3 ag 1.2.
`COc1ccc(/C=N/c2sc3c(c2C#N)CCN(Cc2ccccc2)C3)c(O)c1` gave NR2E3 ag -2.4.
Screening O=C(COc1cccc2ccccc12)Nc1cc(S(=O)(=O)N2CCOCC2)ccc1N1CCOCC1 returned NR2E3 ag 1.5.
Screening Cc1nn(-c2ccccc2)c2sc(C(=O)OCN3C(=O)c4ccccc4C3=O)cc12 returned NR2E3 ag -0.1.
For Cn1cc(C(=O)NCc2cccnc2)c(=O)c2cc(S(=O)(=O)N3CCCCCC3)ccc21 the results were NR2E3 ag -3.2.
CC1(OC(=O)C2CCCC2)C(=O)C=C2C=C(C3CC3)OC=C2C1=O (stereo unspecified) was read as NR2E3 ag -0.8.
Screening Cc1cccc2cc(/C=N/NC(=O)CN3CCCCC3)c(Cl)nc12 returned NR2E3 ag 0.8.
O=C1CSC(=S)N1/N=C/c1cc(Br)ccc1O was read as NR2E3 ag 3.5.
Screening CC(C)(C)OC(=O)NCCCC1=CC2=CC(=O)C(C)(OC(=O)C3CCCC3)C(=O)C2=CO1 (stereo unspecified) returned NR2E3 ag 1.1.
For CCS(=O)(=O)n1nc(-c2ccc(Cl)cc2)nc1SCc1ccccc1 the results were NR2E3 ag -1.1.
Screening CCOC(=O)C1=NN(C(=O)c2cccc(Br)c2)C(O)(C(C)(C)C)C1 (stereo unspecified) returned NR2E3 ag -2.2.
CN(Cc1ccccc1)C(=O)CSc1nc2cc(C(=O)N3CCC(C(N)=O)CC3)ccc2c(=O)n1-c1ccccc1 was read as NR2E3 ag 2.6.
`FC(F)(F)c1cccc(NC(=S)NNC(=S)Nc2cccc(C(F)(F)F)c2)c1` gave NR2E3 ag 3.3.
`Cc1ccc(NC(=O)CN2C(=O)S/C(=C\c3ccc(-c4cccc(C(=O)O)c4C)o3)C2=O)cc1` gave NR2E3 ag -1.5.
`Cn1c(C(C#N)C2=C(Cl)C(=O)N(c3ccccc3)C2=O)nc2ccccc21` (stereo unspecified) gave NR2E3 ag -2.1.
For Nc1ccc(O)cc1 the results were NR2E3 ag 3.3.
CCOC(=O)c1cc(-c2ccc(Cl)cc2)nc2onc(C)c12 was read as NR2E3 ag -0.1.

Reprinted from above for reference:
For Cn1cc(C(=O)NCc2cccnc2)c(=O)c2cc(S(=O)(=O)N3CCCCCC3)ccc21 the results were NR2E3 ag -3.2.
CC1(OC(=O)C2CCCC2)C(=O)C=C2C=C(C3CC3)OC=C2C1=O (stereo unspecified) was read as NR2E3 ag -0.8.
Screening Cc1cccc2cc(/C=N/NC(=O)CN3CCCCC3)c(Cl)nc12 returned NR2E3 ag 0.8.
O=C1CSC(=S)N1/N=C/c1cc(Br)ccc1O was read as NR2E3 ag 3.5.
Screening CC(C)(C)OC(=O)NCCCC1=CC2=CC(=O)C(C)(OC(=O)C3CCCC3)C(=O)C2=CO1 (stereo unspecified) returned NR2E3 ag 1.1.
For CCS(=O)(=O)n1nc(-c2ccc(Cl)cc2)nc1SCc1ccccc1 the results were NR2E3 ag -1.1.
Screening CCOC(=O)C1=NN(C(=O)c2cccc(Br)c2)C(O)(C(C)(C)C)C1 (stereo unspecified) returned NR2E3 ag -2.2.
CN(Cc1ccccc1)C(=O)CSc1nc2cc(C(=O)N3CCC(C(N)=O)CC3)ccc2c(=O)n1-c1ccccc1 was read as NR2E3 ag 2.6.
`FC(F)(F)c1cccc(NC(=S)NNC(=S)Nc2cccc(C(F)(F)F)c2)c1` gave NR2E3 ag 3.3.
`Cc1ccc(NC(=O)CN2C(=O)S/C(=C\c3ccc(-c4cccc(C(=O)O)c4C)o3)C2=O)cc1` gave NR2E3 ag -1.5.
`Cn1c(C(C#N)C2=C(Cl)C(=O)N(c3ccccc3)C2=O)nc2ccccc21` (stereo unspecified) gave NR2E3 ag -2.1.
For Nc1ccc(O)cc1 the results were NR2E3 ag 3.3.

(listing goes on)
CC1(C)C[C@H](O)[C@@]23C[C@@H](OC2=O)[C@]2(C)C(=CCC4[C@@]5(C)CC[C@H](O)C(C)(C)C5CC[C@]42C)[C@@H]3C1 (stereo partly specified) was read as NR2E3 ag 0.4.
Screening COc1ccc(C(=O)C2CCCN(Cc3c(C)[nH]c4ccccc34)C2)c(OC)c1 (stereo unspecified) returned NR2E3 ag 1.9.
Screening Cc1cccc(N2CCN(C(=O)c3ccc4c(c3)NC(=O)C(CSCc3ccc(F)cc3)N4)CC2C)c1 (stereo unspecified) returned NR2E3 ag 1.9.
For CCN1C(=O)[C@H]2[C@H]3[C@H](O)[C@H](O)C/C(=N\OC[C@@H](C)[C@H](OCc4ccccc4)C(C)C)[C@@H]3CC[C@H]2C1=O the results were NR2E3 ag -2.2.
Screening COc1ccccc1/C=N/NC(=O)c1ccc(NC(=O)c2cccc([N+](=O)[O-])c2)cc1 returned NR2E3 ag 1.1.
Screening Cc1cccc2cc(CN(CC3CCCO3)C(=O)c3ccco3)c3nnnn3c12 (stereo unspecified) returned NR2E3 ag -0.5.
Cc1occc1C(=O)n1nnc2ccccc21 was read as NR2E3 ag 0.8.
For O=C(NCCc1ccccc1)C(=O)NCC1CCNCC1 the results were NR2E3 ag -1.1.
`O=C(CC1Nc2ccccc2NC1=O)c1ccccc1` (stereo unspecified) gave NR2E3 ag 1.2.
`COc1ccc2[nH]c(=O)c(CN(Cc3cccs3)C(=S)Nc3ccccc3)cc2c1` gave NR2E3 ag -2.0.
For Nc1c2c(nc3ccc(Br)cc13)N(C1CCCCC1)CC2 the results were NR2E3 ag 7.1.
`COC(=O)[C@@]1(Cc2ccc(OC)cc2)[C@H]2c3cc(C(=O)N4CCCC4)n(CCSCCO)c3C[C@H]2CN1C(=O)c1ccccc1` gave NR2E3 ag -0.7.
`CC(=C\c1ccccc1)/C=C1/SC(=S)N(CCC(=O)Nc2ccccn2)C1=O` gave NR2E3 ag 3.8.
`O=C(CCCCCNC(=O)c1ccccc1)N=Nc1c(O)[nH]c2c(Br)cc(Br)cc12` gave NR2E3 ag 0.5.
For CCn1cc(NC(=O)CCl)c(C)n1 the results were NR2E3 ag 2.5.
COC(=O)N/N=C(/c1ccccc1)C1CCCCC1 was read as NR2E3 ag -4.7.
`COc1ccc(C(=O)NC(=O)COC(=O)c2ccc3ncsc3c2)cc1` gave NR2E3 ag -3.1.
For COc1cccc([C@@H]2Oc3ccc(OC)cc3C(=O)[C@H]2OC(=O)NCc2ccc3c(c2)OCO3)c1 the results were NR2E3 ag 4.9.
Screening O=c1c2ccccc2cnn1Cc1n[nH]c(=S)n1-c1ccc(Cl)cc1Cl returned NR2E3 ag 1.6.
`CNc1nc(SC)n(C)c(=O)c1N=O` gave NR2E3 ag -7.4.
For O=C(CN1C(=O)CC(c2ccccc2)S(=O)(=O)c2ccccc21)N1CCOCC1 (stereo unspecified) the results were NR2E3 ag -0.5.
Screening CCC(=O)Nc1ccc(C(=O)CN2CCC(C)CC2)cc1 returned NR2E3 ag -0.6.
For COC(=O)c1cc2c(=O)n3ccccc3nc2n(Cc2cccnc2)c1=N the results were NR2E3 ag 4.4.
`CCC(CC)C(=O)Nc1ccncc1` gave NR2E3 ag 3.6.
COCC(C)OC(=O)c1c(N)n(-c2ccc(OC)c(OC)c2)c2nc3ccccc3nc12 (stereo unspecified) was read as NR2E3 ag -0.8.
N/C(=N\c1nc(C(F)(F)F)cc(=O)[nH]1)Nc1ccc(Cl)cc1 was read as NR2E3 ag -1.0.
CC(=O)Nc1ccc(S(=O)(=O)Nc2ccc3c(c2)C(=O)OC3)cc1 was read as NR2E3 ag 0.2.
CCSc1nnc(NC(=O)/C=C/c2ccc3c(c2)OCO3)s1 was read as NR2E3 ag -3.2.
Screening O=c1c2ccc([N+](=O)[O-])c3cccc(c32)c2nc3ccccc3n12 returned NR2E3 ag 0.0.
CCN(CC)c1ccc2c(c1)CCCN2 was read as NR2E3 ag 2.1.
`C=CC[C@@H]1C=C[C@H](O/N=C/c2ccc(C(=O)N3[C@H](c4ccc(C)cc4)[C@@H](C)CC[C@H]3C(=O)OC)cc2)[C@@H](CO)O1` gave NR2E3 ag 1.9.
Cn1c(=O)c2c(ncn2CC(=O)N/N=C/c2c[nH]c3ccccc23)n(C)c1=O was read as NR2E3 ag 2.8.
O=C(NC1CCCCC1)C(c1cc2c(cc1[N+](=O)[O-])OCO2)N1CCCCC1 (stereo unspecified) was read as NR2E3 ag 6.7.
Screening O=C(CSc1nnnn1-c1cccc(Cl)c1)Nc1ccc2c(c1)CCC2 returned NR2E3 ag -1.9.
For CN(C)c1nc(N(C)C)nc(N(C#N)CN2C(=O)c3ccccc3C2=O)n1 the results were NR2E3 ag -0.6.
Screening Cc1ccc(Oc2ccc(OCC(=O)OC3CCS(=O)(=O)C3)cc2)cc1 (stereo unspecified) returned NR2E3 ag 6.2.
Cc1nccc2[nH]c(=O)c(C(=O)NC(C)CCc3ccccc3)cc12 (stereo unspecified) was read as NR2E3 ag -1.6.
Screening CN(C)c1ccc(/C=C2\C(=N)N3C(=NC2=O)Sc2cc(S(C)(=O)=O)ccc23)cc1 returned NR2E3 ag 0.3.
Screening COc1ccc(N2C(=O)CC(S/C(N)=N/N=C/c3ccnc4ccccc34)C2=O)cc1 (stereo unspecified) returned NR2E3 ag 4.0.
Screening C#CCOCCOCCOCCNc1nc(N2CCN(C(=O)[C@H](CCCCN)n3cc([C@@H](N)CC(C)C)nn3)CC2)nc(N2CCN(C(=O)[C@H](Cc3ccc(O)cc3)n3cc([C@@H](N)CC(C)C)nn3)CC2)n1 returned NR2E3 ag -1.3.
Screening Cc1occc1C(=O)n1cnc2ccccc21 returned NR2E3 ag -2.5.
`COC(=O)[C@@H](N)Cc1ccc(O)cc1` gave NR2E3 ag 5.2.
`COC(=O)C1=C(C)N(Cc2ccco2)C(=O)N[C@H]1c1cccc(C(F)(F)F)c1` gave NR2E3 ag 2.5.
For O=C(O)Cc1cc(C(=O)Nc2ccc(Br)cc2)sc1-c1ccccc1 the results were NR2E3 ag 2.3.
For Cc1cccc2cc(CN(Cc3cccnc3)C(=O)c3cccs3)c3nnnn3c12 the results were NR2E3 ag -3.6.
O=C1Nc2ccccc2C12Nc1ccccc1S2 (stereo unspecified) was read as NR2E3 ag -0.6.
For COc1ccc(C(O)c2nc3ccccc3s2)cc1 (stereo unspecified) the results were NR2E3 ag 2.7.
CN(C)S(=O)(=O)c1ccc(NC(=O)c2ccc3ncsc3c2)cc1 was read as NR2E3 ag 1.9.
`CC(=O)NN1C(=O)c2ccc(Oc3ccc4c(c3)C(=O)N(NC(C)=O)C4=O)cc2C1=O` gave NR2E3 ag 3.4.
Screening CCN1/C(=C/C=C/c2oc3ccc4ccccc4c3[n+]2CC)Oc2ccc3ccccc3c21 returned NR2E3 ag 2.8.
For O=C(Sc1nnnn1C1CCCCC1)c1cccs1 the results were NR2E3 ag 0.6.
`COc1ccc(S(=O)(=O)N2CCCCCC2)cc1C(=O)OCC(=O)Nc1cc(C)on1` gave NR2E3 ag 2.6.
For COc1cc([C@@H]2c3cc4c(cc3[C@@H](O)[C@@H](CO)[C@@H]2CO)OCO4)cc(OC)c1O[Si](C)(C)C(C)(C)C the results were NR2E3 ag -3.6.
`O=C1OC(=O)C2C3CCC(O3)C12` (stereo unspecified) gave NR2E3 ag -1.2.
For O=C(Nc1nnc(CC2=CCCCC2)s1)Nc1ccccc1F the results were NR2E3 ag 2.7.
CCOc1ccccc1-c1nc2c(C(C)(C)C)nn(C)c2c(=O)[nH]1 was read as NR2E3 ag -0.8.
Screening O=C1N=c2ccc(Br)cc2=C1c1sc(=O)[nH]c1O returned NR2E3 ag -3.6.
COc1cc(SC#N)ccc1N=Cc1c(C)[nH]n(-c2cccc3ccccc23)c1=O was read as NR2E3 ag -0.4.
Screening CCCC[C@@H]1C[C@H]1[C@@H](NC(=O)c1cccs1)c1ccc(C(F)(F)F)cc1 returned NR2E3 ag -0.1.
Screening S=c1nc(-c2ccccc2)n(Cc2cccnc2)c2c1CCCC2 returned NR2E3 ag 2.6.
`CCCCCOC(=O)C1[C@H]2C(=O)N(CCCOC)C[C@]23C=C[C@H]1O3` (stereo partly specified) gave NR2E3 ag 1.3.
For Cn1c(=O)c2c(O)c(C=Nc3ccc(F)cc3)c(=O)n(C)c2n(C)c1=O the results were NR2E3 ag 0.5.
For CC(=O)[C@H]1[C@H](c2cccc(Cl)c2)C(C#N)(C#N)[C@@H]2c3ccccc3C=CN21 the results were NR2E3 ag -1.2.
For CCOC(=O)O[C@]1(C(=O)OCCl)CC[C@H]2[C@@H]3CCC4=CC(=O)C=C[C@]4(C)[C@H]3[C@@H](O)C[C@@]21C the results were NR2E3 ag 1.1.
For Cc1ccc(C2=[N+]([O-])C3(CCCCC/C3=N\NC(N)=S)N(O)C2(C)C)o1 (stereo unspecified) the results were NR2E3 ag -1.7.
Screening Cc1cc(C)nc(NC(=O)c2ccc3c(c2)OCO3)c1 returned NR2E3 ag -4.1.
Screening COc1cccc(NC(=O)c2cc3cccc(OC)c3o/c2=N\O)c1 returned NR2E3 ag 0.1.
For COc1ccc(-c2ccc(CNCc3ccccn3)o2)cc1Cl the results were NR2E3 ag 0.5.
Nc1ncn(C2O[C@H](CO)[C@@H](O)[C@H]2O)c(=O)n1 (stereo partly specified) was read as NR2E3 ag 0.2.
`CC(C)(C)OC(=O)NCCCCC1=CC2=CC(=O)C(C)(OC(=O)c3ccco3)C(=O)C2=CO1` (stereo unspecified) gave NR2E3 ag 9.8.
`CC(=O)Nc1ccc(/C=C/C(=O)c2ccccc2)cc1` gave NR2E3 ag 3.2.
